thrombin 1536 = inhibitors of human thrombin; P00734; alpha-thrombin, Boc-VPR-AMC fluorogenic substrate cleavage; inhibition, % at 5 µM; 220,000 tested, 0.26% active; AID 1046;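 active = inhibition at or above 40%; inactive = inhibition below 40%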;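 note: 0% = enzyme with no compound and 100% = wells without enzyme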
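System – human alpha-thrombin protein · Reagent – Boc-VPR-AMC substrate, 15 µM final · Compound – 5 µM single dose in 0.2% DMSO · Schedule – reaction at room temperature · Technique – AMC fluorescence at 355 nm excitation and 460 nm emission · Read-out basis – % inhibition relative to enzyme controls and enzyme-free blanks · Control set – no-compound enzyme wells and no-enzyme blanks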
m-calpain inh = calpain II (pig) inhibition; inhibition, % at 16 µM; 220,000 tested, 0.37% active; AID 1236; purified calpain II, fluorogenic peptide substrate, 30 min;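 active = inhibition above about 50%, limit read from the data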
Rad51 HR inh = Rad51 (human) homologous recombination inhibition; hRad51 DNA strand exchange, fluorescence dequenching; inhibition, % at 10 µM; 200,000 tested, 0.085% active;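 active = inhibition above 40% at the single screening dose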;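 note: 0% = DMSO control wells and 100% = blanks with heterologous ssDNA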
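material = hRad51 filaments on single-stranded DNA | timing = filaments 15 min 37 °C, then compound 30 min | signal = FRET fluorescence dequenching, excitation 485 nm, emission 520 nm | benchmarks = control wells and blank wells on each plate | evaluation = percent inhibition relative to plate controls and blanks | compound = 10 µM final, single point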
PERK inh = blocks human PERK kinase. Q9NZJ5. CHO PERK-DD fusion, SEAP luminescence translation reporter. inhibition, % at 5.6 µM. 220,000 tested, 0.17% active;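 active = inhibition above the mean inhibition of all tested compounds plus 3 SD, set separately per screening campaign, cut at about 2.9% in these data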;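 note: PERK kinase domain activated by AP20187 dimerizer at 100 nM; 0% = DMSO with dimerizer and 100% = rapamycin at 8.4 µM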
hK5 inh = kallikrein 5 (human) inhibition. 210,000 tested, 0.59% active. Q9Y337. recombinant hK5, fluorogenic AMC substrate cleavage. inhibition, % at 5 µM;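 active = inhibition of 40% or more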;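 note: 0% = enzyme controls without compound and 100% = no-enzyme blanks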
FXIIa inh = blocks human coagulation factor XIIa protease activity; purified FXIIa, Boc-QGR-AMC fluorogenic substrate, 2 h; P00748; 220,000 tested, 0.3% active; inhibition, % at 5 µM; in the data active = inhibition above about 40%;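 note: 0% = enzyme with no compound and 100% = blank without enzyme; many of its hits are not listed in these tables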
Furin inh = human furin inhibition. purified furin, fluorogenic substrate cleavage. inhibition, % at 30 µM. 220,000 tested, 0.061% active; in the data active = inhibition above about 25%; note: inactives centre near -15
KCC2 mod = modulators of human KCC2 chloride dependent transport; KCC2 cells, thallium flux FluoZin-2 fluorescence; B-score of Tl+ flux slope (higher = more flux/activation; lower = inhibition) at 10 µM; Q9H2X9; 190,000 tested, 2.2% active;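 active = thallium flux slope and its plate-corrected score both differing from the plate sample mean at a set confidence after two filtering rounds, in either direction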;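 note: slope of fluorescence scaled to starting intensity during 10 to 20 s after thallium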
Target sequence (Q9H2X9 whole entry, looked up): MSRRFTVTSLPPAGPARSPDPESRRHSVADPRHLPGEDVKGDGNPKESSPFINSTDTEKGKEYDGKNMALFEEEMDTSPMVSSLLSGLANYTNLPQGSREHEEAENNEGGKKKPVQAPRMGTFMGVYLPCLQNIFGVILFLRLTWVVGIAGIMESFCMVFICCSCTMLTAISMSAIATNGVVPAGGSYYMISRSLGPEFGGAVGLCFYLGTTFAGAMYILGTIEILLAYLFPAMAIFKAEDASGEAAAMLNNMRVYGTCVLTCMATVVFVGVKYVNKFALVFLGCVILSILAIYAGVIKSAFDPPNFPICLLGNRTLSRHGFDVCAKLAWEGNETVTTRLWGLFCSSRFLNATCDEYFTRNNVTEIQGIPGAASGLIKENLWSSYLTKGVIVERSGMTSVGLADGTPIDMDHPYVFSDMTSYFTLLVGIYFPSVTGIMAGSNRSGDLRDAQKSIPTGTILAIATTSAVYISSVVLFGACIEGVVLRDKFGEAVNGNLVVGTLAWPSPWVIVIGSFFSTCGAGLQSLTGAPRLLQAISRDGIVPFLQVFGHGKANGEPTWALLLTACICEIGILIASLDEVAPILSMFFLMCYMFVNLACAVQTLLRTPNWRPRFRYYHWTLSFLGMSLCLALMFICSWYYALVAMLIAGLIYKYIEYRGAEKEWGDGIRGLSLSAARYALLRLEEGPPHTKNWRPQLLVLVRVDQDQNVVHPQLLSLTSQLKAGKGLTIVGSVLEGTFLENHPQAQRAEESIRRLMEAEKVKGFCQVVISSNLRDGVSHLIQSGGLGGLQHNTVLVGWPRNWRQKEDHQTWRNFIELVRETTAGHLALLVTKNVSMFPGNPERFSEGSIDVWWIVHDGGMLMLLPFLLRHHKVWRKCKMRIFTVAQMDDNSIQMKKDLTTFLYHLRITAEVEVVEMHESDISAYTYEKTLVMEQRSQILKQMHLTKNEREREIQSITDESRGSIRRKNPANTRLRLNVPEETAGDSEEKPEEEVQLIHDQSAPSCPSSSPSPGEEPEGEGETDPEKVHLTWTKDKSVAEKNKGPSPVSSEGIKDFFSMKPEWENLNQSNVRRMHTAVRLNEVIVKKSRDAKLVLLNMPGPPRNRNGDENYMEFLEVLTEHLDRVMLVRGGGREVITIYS
FXIa inh 1536 = inhibitors of human coagulation factor XIa. purified FXIa, Boc-Glu-Ala-Arg-AMC fluorogenic substrate. inhibition, % at 5 µM. 220,000 tested, 0.14% active. P03951. AID 798;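 active = inhibition of at least 40%; inactive = inhibition below 40%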;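 note: fluorescence of freed AMC excited at 355 nm; 0% = enzyme without compound and 100% = no enzyme blank; many of its hits are not listed in these tables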
Active calls of the source: *; i = inactive; . = no result given; [ ] = remark or other dose.

molecule	thrombin 1536	m-calpain inh	Rad51 HR inh	PERK inh	hK5 inh	FXIIa inh	Furin inh	KCC2 mod	FXIa inh 1536
O=C(CCC1CCCC1)N1CCN(C(=O)c2ccco2)CC1	-5	0	-15	0.3	5	-9	-13	.	-7
Cc1ccccc1Nc1nc(N)nc(CSc2nnnn2C)n1	0	7	0	1.3	6	8	-18	0.36	0
CCOC(=O)c1ccc(-n2ccnc2)c(NC(=O)c2cccc(Br)c2)c1	3	-11	4	0.6	-8	1	-10	-0.071	7
Cc1ccc(-n2nc(C)c3c2OC(N)=C(C#N)C3c2cccs2)cc1 (stereo not drawn)	5	17	.	-0.9	-12	20	-6	0.95	-2
Cc1cnn(C(=O)c2oc3ccccc3c2C)c1	-7	-6	1	0.7	-8	-3	-13[20 µM]	.	4
COc1ccc2oc(=O)c(N3C(=O)c4ccccc4C3=O)cc2c1	0	-72	19	0.7	3	10	-24	0.56	1
COc1ccc(Cn2nnnc2C(c2cccs2)N2CCCCCC2)cc1 (stereo not drawn)	-8	24	-4	-0.4	-4	2	-19[20 µM]	-0.16	1
CC1=CC=CC2=NC(=O)CC(C)(C(=O)N(CC(=O)NC3CCCC3)c3ccccc3C)N12 (stereo not drawn)	-6	i	-2	-0.3	-40	4	-11[20 µM]	0.0063	1
CCC(C)C1C(C#N)=C(N)OC2=C1C(=O)CC(C)(C)C2 (stereo not drawn)	-1	-12	-3	0.2	-8	15	-28	.	8
CSCC(=O)N1CCCC(CO)(Cc2ccccc2C)C1 (stereo not drawn)	-8	-17	9	-0.1	-1	7	-27	0.6	2
COc1ccc2nc(SCc3cccnc3)c(C#N)cc2c1	-4	2	-3	0.2	0	-3	-12[20 µM]	0.16	1
CSc1nnc2c3c4c(sc3nc(-n3nc(C)cc3C)n12)COC(C)(C)C4	-2	-203	-6	-1.2	-13	18	-9	0.23	7
O=C(CSc1n[nH]c(=O)n1C1CC1)Nc1ccc(Cl)c(Cl)c1	1	6	-4	-0.5	-2	5	-13	.	2
Cc1ccc(C)c(NC(=O)CSc2nnc([C@@H](N)Cc3ccccc3)o2)c1	-17	-30	0	1.1	5	-5	-20[20 µM]	-4.3*	2
NC(=O)C1=C[C@H](c2ccc3c(c2)OCO3)C[C@H](OCc2ccc(CO)cc2)O1	-2	-11	-5	1.9	1	9	-38	0.9	5
CCOc1ccc(NC(=O)CN2C(=O)/C(=C3\SC(=S)N(C4CCS(=O)(=O)C4)C3=O)c3ccccc32)cc1 (stereo not drawn)	3	63*	-2	0.3	36	22	-2	-0.0056	53*
O=Cc1cc2ccccc2nc1SCCCF	-10	-9	-14	1.1	0	12	-21	-0.8	1
COC(=O)/C=C/CSC1=N/C(=C/c2ccc(-n3cncn3)cc2)C(=O)N1	3	-9	3	2.1	-4	19	-17[20 µM]	1.9	6
S=c1[nH]nc(CSc2nc3ccccc3s2)n1Cc1ccccc1	-12	-15	0	0.0	-26	-16	-17[20 µM]	-1.8	-8
CCC1Oc2ccc(C)cc2N(CC(=O)NCCC2=CCCCC2)C1=O (stereo not drawn)	-8	6	-2	-0.6	11	11	-9	-2.8	-1
Cn1c(CSc2ncccn2)nnc1SCC(=O)N1CCCCC1	-1	-7	8	1.3	-21	10	-21	-0.35	-11
CC(C)(C)C(=O)NCCc1nc2ccccc2n1CC(=O)c1ccc(Cl)cc1	1	4	12	-0.7	-2	6	-6	0.96	6
O=C(N/N=C\c1ccc(F)cc1)c1csnn1	-5	11	.	.	-6	24	-8[20 µM]	.	14
CCOC(=O)Cc1csc(NC(=O)c2sc3nc4cc(C)ccc4cc3c2N)n1	0	-82	-120	0.5	-5	11	-1	0.58	10
CCOC(=O)N=S(=O)(Oc1ccc([N+](=O)[O-])cc1)c1ccccc1 (stereo not drawn)	-8	4	2	-0.6	-1	7	-18[20 µM]	-0.95	-1
COC(=O)c1c(C)[nH]c(C(=O)/C=C/c2ccc(C)cc2)c1C	-6	-22	16	0.7	-3	-2	-3	0.008	-4
CC12CC(O)C3c4ccc(O)cc4CCC3C1CCC2=O (stereo not drawn)	0	-9	8	0.7	3	9	-15	.	-2
CC(=C/c1ccccc1)/C=N/Nc1nc(N2CCOCC2)nc(N2CCOCC2)n1	6	6	6	-1.4	-12	4	9	-0.15	3
CN(C)c1ccc(N=Nc2ccccc2C(=O)OCC(=O)N(C)C2CCCCC2)cc1	0	31	2	-1.0	-8	26	6	-0.43	24
CCc1ccc(OCCNC(=O)c2ccccc2SCc2ccc(F)cc2)cc1	0	15	.	1.1	8	9	-25	-8.8*	-5
N#C/C(=C\c1ccccc1O)C(=O)Nc1cccnc1	-6	22	.	2.2	1	4	-14	0.18	16
O=C(Oc1c(Cl)cc(Cl)c2cccnc12)N1CCOCC1	-5	-55	1	-0.3	-13	-7	-11[20 µM]	0.53	1
O=C(COC(=O)c1sc2ccccc2c1Cl)NC1CCCCC1	-6	30	-4	-0.1	-21	-3	-26	-2	-7
N/C(=N\OC(=O)CCn1cccc(C(F)(F)F)c1=O)c1ccc(Cl)cc1	-4	-6	-3	-0.8	8	-3	-20	-0.21	-11
Nc1nc(NC(=O)Cc2ccccc2)nn1-c1ccccc1	1	-20	.	0.7	-9	9	-6	0.17	2
COc1cc(SC)ccc1C(=O)Nc1cccc(C)n1	-5	4	-7	-0.1	3	9	-13	-1.8	0
O=C(c1ccco1)N1CCN(C(=O)C2CCN(S(=O)(=O)c3cnc[nH]3)CC2)CC1	-6	6	2	0.1	5	-3	-17	0.35	-6
CC1=C(C#N)C(/C=N/OCc2ccc(F)cc2Cl)CC(=O)N1 (stereo not drawn)	-8	-27	-1	-0.3	-4	12	-16	-0.47	3
CCCNC(=O)COc1ncnc2sc(C)c(C)c12	-6	-4	3	-0.5	-32	5	-16[20 µM]	0.12	5
COc1ccc(-c2nc(C#N)c(N3CC(C)OC(C)C3)o2)cc1OC (stereo not drawn)	0	-146	7	0.9	-57	6	-21[20 µM]	.	-2
Cc1ccc(C)c(S(=O)(=O)N/N=C/c2ccc(N(C)C)cc2)c1	-1	15	.	0.7	.	12	-20	0.9	5
COCCNC(=O)CN1CCC(NC(=O)C(C)(C)C)CC1	2	-24	2	1.9	5	14	-10[20 µM]	0.83	0
CC(=O)N1CCN(c2ccc([N+](=O)[O-])cc2C#N)CC1	-17	37	-5	0.7	-4	-3	0	0.71	-4
O=C(c1ccco1)N1CCN(C(=O)c2cnn3cccnc23)CC1	2	-35	4	0.5	-14	-5	-27[20 µM]	-0.66	-3
Cc1nnc(N/N=C/c2cc([N+](=O)[O-])c(N3CCC(C)CC3)cc2N2CCC(C)CC2)n1N	5	-46	-2	1.5	-4	20	-7[20 µM]	-0.9	4
CSc1ccc(S(=O)(=O)Nc2ccc(N3CCOCC3)c(Cl)c2)cc1	8	-6	3	-0.2	1	12	-11[20 µM]	0.44	-1
CC(NC(=O)CCc1nnc(C2CCCCC2)o1)c1ccc(F)cc1 (stereo not drawn)	-3	22	18	2.0	.	4	-25	0.27	0
COc1ccc(CNC(=O)C2CSCCS2)cc1 (stereo not drawn)	-2	-18	-3	-0.2	1	3	-18	0.69	5
Cc1cnc2cc([N+](=O)[O-])ccc2n1	-3	-3	-2	1.1	-11	2	-19	-0.043	4
CCN(CC)S(=O)(=O)c1ccc(NC(=O)CN(c2cccc(F)c2)S(C)(=O)=O)cc1	-13	14	-7	-0.7	-3	-10	-24[20 µM]	1.5	-13
CCc1nnc(NS(=O)(=O)c2ccc(N=Cc3c(C)[nH]n(-c4ccc(Cl)cc4)c3=O)cc2)s1	4	-14	.	1.7	-4	7	6	-0.65	3
NS(=O)(=O)c1ccc(NC(=O)COC(=O)/C=C/c2ccc([N+](=O)[O-])cc2)cc1	-4	4	5	-1.1	0	.	-29	0.87	-2
CC(Sc1nc2scc(-c3ccccc3)c2c(=O)[nH]1)C(=O)NC(N)=O (stereo not drawn)	3	-29	-18	0.7	4	10	-21	-0.28	0
Cc1ccc(CCNC(=O)C2CCC(=O)N2C2CCCC2)cc1 (stereo not drawn)	-6	9	5	0.5	-3	10	-9[20 µM]	0.47	-13
CC(NC(N)=O)C(=O)OCc1ccc(Cl)cc1Cl (stereo not drawn)	1	-1	-1	-0.5	-14	12	-15[20 µM]	.	-3
CCOc1ccc(CNC(=S)N/N=C/c2ccncc2)cc1	-8	-1	.	-0.5	-34	-3	-1	0.98	-4
Cc1ccc(/C=C/C(=O)NCc2ccc3c(c2)OCO3)o1	-8	17	-4	0.5	-10	10	0	2	4
CC1=C(C(=O)OC(C)C)C(c2coc3ccccc3c2=O)C2=C(CCCC2=O)N1 (stereo not drawn)	2	-5	-5	-0.6	-8	12	-8[20 µM]	-0.24	4
Cc1ccccc1NC(=O)c1oc(=O)c2ccccc2c1-c1ccccc1	-7	23	6	-0.7	-7	3	4	-0.053	-6
Cc1csc(C(=O)NN)c1N(C)C	2	4	20	-1.1	3	6	-21	0.16	3

Molecules shown so far containing a nitro group on carbon:
molecule	thrombin 1536	m-calpain inh	Rad51 HR inh	PERK inh	hK5 inh	FXIIa inh	Furin inh	KCC2 mod	FXIa inh 1536
CCOC(=O)N=S(=O)(Oc1ccc([N+](=O)[O-])cc1)c1ccccc1 (stereo not drawn)	-8	4	2	-0.6	-1	7	-18[20 µM]	-0.95	-1
CC(=O)N1CCN(c2ccc([N+](=O)[O-])cc2C#N)CC1	-17	37	-5	0.7	-4	-3	0	0.71	-4
Cc1nnc(N/N=C/c2cc([N+](=O)[O-])c(N3CCC(C)CC3)cc2N2CCC(C)CC2)n1N	5	-46	-2	1.5	-4	20	-7[20 µM]	-0.9	4
Cc1cnc2cc([N+](=O)[O-])ccc2n1	-3	-3	-2	1.1	-11	2	-19	-0.043	4
NS(=O)(=O)c1ccc(NC(=O)COC(=O)/C=C/c2ccc([N+](=O)[O-])cc2)cc1	-4	4	5	-1.1	0	.	-29	0.87	-2

(continued)
molecule	thrombin 1536	m-calpain inh	Rad51 HR inh	PERK inh	hK5 inh	FXIIa inh	Furin inh	KCC2 mod	FXIa inh 1536
O=C(CSc1cccc[n+]1[O-])c1ccccc1Br	0	14	-7	0.6	16	17	-13	0.49	1
C[C@H]1CC[C@H]2C(=O)N3[C@H](c4cccc(N5CCCC5=O)c4)[C@@H](C)CC[C@H]3C(=O)N2[C@@H]1c1cccc(N2CCCC2=O)c1	4	-32	.	-0.1	-2	18	-5	4.9*	9
Cc1ccnc(NS(=O)(=O)c2ccc(NC(=O)C34CC5CC(CC(C5)C3)C4)cc2)n1	-5	19	-10	0.1	-4	10	-17[20 µM]	-0.041	2
COC(=O)C1CCN(CCCOc2ccc(CN3CCN(c4ccc([N+](=O)[O-])cc4)CC3)cc2)CC1	1	22	.	0.9	.	9	1	-0.14	3
c1ccc(-c2cc(-c3nc4ccccc4[nH]3)c3ccccc3n2)cc1	-1	-353	.	-1.0	-15	9	-39	-1	5
CCOc1cc(NC(=O)c2cccs2)c(OCC)cc1NC(=O)c1ccccn1	-6	i	-2	0.6	4	11	-19	0.15	1
Cc1cc(SC(C)C(=O)NCC(=O)Nc2ccc(F)c(F)c2F)nc2ccccc12 (stereo not drawn)	-10	9	2	1.3	-3	11	-9	1.3	1
NC(=O)c1c(NC(=O)c2cccnc2Cl)sc2c1CCCC2	2	20	.	-0.2	-8	10	-22	-0.97	7

Source: PubChem

Not all compounds are listed; the hit share may differ from the screen's.
